Bioassay records: PubChem, several laboratories
RAM inhibit: inhibitors of the yeast RAM network, primary screen, dse1pr::URA3 reporter, 5-FOA selection. S. cerevisiae dse1pr::URA3 reporter, 5-FOA growth OD615, 2 d; analog-sensitive cbk1-as2 kinase mutant strain. inhibition, % at 50 µM. hit rate 1.8% among 190,000. AID 868, 2007;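 active = inhibition above a set limit, 3 SD over mean compound inhibition, cut at about 8.4% in these data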;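 also: 0% = DMSO-only wells with no growth and 100% = 10 µM 1-NA-PP1 full growth; inhibition rescues growth on 5-FOA so higher OD means more RAM inhibition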
PMI act: activators of human PMI, primary screen, biochemical, fluorescence intensity, near-Km mannose 6-phosphate; Mannose-6-phosphate isomerase (Homo sapiens), P34949; purified human PMI, coupled resazurin fluorescence, 20 min; active compounds read high; 1 = vehicle control, 0 substrate-free wells; activation factor at 20 µM; hit rate 0.005% among 190,000;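 active = activation factor of 2 or more at 20 µM, relative to plate controls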
Hsp70 act: Hsp70 transcriptional activators, primary screen, cell-based, HeLa, Hsp70 promoter luciferase, luminescence, 10 µM | HeLa Hsp70 promoter luciferase reporter; scaled: vehicle 0, proteasome-inhibitor control 100% | hit rate 0.04% among 200,000 | activation, % at 10 µM;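 active = activation above the mean across all tested compounds plus 3 SD, cutoff set per campaign, cut at about 5.5% in these data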;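 also: 100% = MG132 at 30 µM as the positive control and 0% = DMSO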
PMI act satM6P: human PMI activators, high substrate, primary screen, biochemical, fluorescence intensity, near-saturating mannose 6-phosphate. hit rate 0.34% among 190,000. coupled PMI enzyme assay, resazurin fluorescence, 20 min; active compounds read high; 1 = untreated enzyme, 0 = substrate-free blank. Mannose-6-phosphate isomerase (Homo sapiens), P34949. AID 1216, 2008. activation factor at 20 µM;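 active = activation factor of 2 or more at 20 µM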
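Test system: human phosphomannose isomerase with PGI, G6PDH, diaphorase coupling enzymes / Doses: 20 µM compound, 1% DMSO / Times: enzyme reaction with compound 20 min at room temperature / Measured by: Diaphorase-driven resazurin-to-resorufin fluorescence, excitation 544, emission 590 nm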
S1P3 antagonist: S1P3 receptor antagonists, primary screen, cell-based; Sphingosine 1-phosphate receptor 3 (Homo sapiens), Q99500; CHO S1P3 NFAT-BLA reporter, FRET fluorescence, antagonist mode; inhibition, % at 4.98 µM; hit rate 0.27% among 170,000; AID 485, 2006;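 active = inhibition above the plate cutoff, the mean inhibition of test wells on that plate plus 3 SD, cut at about 28% in these data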;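 also: cells challenged with S1P at its EC80 of 0.8 µM; blue over green emission ratio from cleaved BLA substrate after 4 h stimulation; 0% = S1P-stimulated wells and 100% = unstimulated DMSO-only wells; some compounds past the cut are filed as inactive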
Target sequence (Q99500 whole entry, looked up): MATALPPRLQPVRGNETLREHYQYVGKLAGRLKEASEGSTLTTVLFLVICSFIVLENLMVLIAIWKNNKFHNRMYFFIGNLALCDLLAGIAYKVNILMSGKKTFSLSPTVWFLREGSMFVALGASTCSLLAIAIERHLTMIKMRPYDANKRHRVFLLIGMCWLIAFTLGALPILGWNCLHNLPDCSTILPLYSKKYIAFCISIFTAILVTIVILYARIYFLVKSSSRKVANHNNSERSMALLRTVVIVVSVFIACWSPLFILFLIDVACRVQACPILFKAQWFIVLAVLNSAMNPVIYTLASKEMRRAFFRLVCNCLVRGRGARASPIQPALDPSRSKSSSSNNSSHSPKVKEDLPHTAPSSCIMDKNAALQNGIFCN
TNAP inh no acc: human TNAP enzyme inhibitors, primary screen, biochemical, luminescent, no phosphate acceptor, uHTS; inhibition, % at 20 µM; hit rate 0.26% among 200,000; purified TNAP, CDP-star luminescence, 30 min; Alkaline phosphatase, tissue-nonspecific isozyme (Homo sapiens), P05186;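 active = tissue-nonspecific alkaline phosphatase inhibition above about 50% at 20 µM in the single-dose screen, limit read from the data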;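 also: 0% = DMSO negative control and 100% = EDTA positive control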
Target sequence (P05186 whole entry, looked up): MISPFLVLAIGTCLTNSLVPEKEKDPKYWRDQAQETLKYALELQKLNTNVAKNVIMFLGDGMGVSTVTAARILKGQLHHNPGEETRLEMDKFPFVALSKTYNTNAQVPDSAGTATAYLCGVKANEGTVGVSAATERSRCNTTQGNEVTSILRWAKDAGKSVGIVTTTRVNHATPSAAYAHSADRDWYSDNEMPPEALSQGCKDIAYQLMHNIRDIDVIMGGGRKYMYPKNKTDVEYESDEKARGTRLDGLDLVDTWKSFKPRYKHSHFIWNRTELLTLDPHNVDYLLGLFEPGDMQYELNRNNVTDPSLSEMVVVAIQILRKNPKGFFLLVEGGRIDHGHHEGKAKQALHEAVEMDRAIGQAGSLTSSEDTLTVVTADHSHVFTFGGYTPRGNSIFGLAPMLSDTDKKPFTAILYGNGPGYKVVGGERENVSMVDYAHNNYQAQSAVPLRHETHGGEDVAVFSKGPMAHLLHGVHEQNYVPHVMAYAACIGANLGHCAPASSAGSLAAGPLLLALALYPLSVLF
Redox H2O2 prof: compounds producing H2O2 with reducing agent – biochemical, NIH compound library profiling, artefact control for MLSCN library redox annotation, primary screen; activation, % at 10 µM; DTT-dependent redox cycling H2O2, phenol red/HRP absorbance; 100% = 100 µM peroxide control, 0% = buffer; hit rate 0.03% among 200,000;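 active = activation of at least 50% relative to the plate's high and low controls in the primary single-dose screen; inactive = activation below 50%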;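 also: compound incubated with DTT at 0.8 mM final as the reducing agent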
L major viab: Leishmania major promastigote growth inhibition, primary screen | Leishmania major promastigotes, resazurin fluorescence viability | inhibition, % at 10 µM | hit rate 9% among 200,000; in the data active = inhibition above about 50%;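 also: promastigotes grown with compound for 44 hours at 28 °C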
HMGR II inh: inhibitors of E. faecalis class II HMGR, primary screen, biochemical, Enterococcus faecalis. HMG-CoA reductase (Enterococcus faecalis, mvaE). purified E. faecalis HMGR, NADPH absorbance 340 nm kinetic. inhibition, % at 10 µM. hit rate 0.41% among 190,000. AID 1066, 2008;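 active = inhibition above a set limit, the median over all tested compounds plus 3 SD, cut at about 9.5% in these data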;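 also: enzyme runs in reverse so mevalonate oxidation gives rising NADPH absorbance; 0% = complete reaction with DMSO and 100% = background rate lacking mevalonate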
TNAP inh hi DEA: human TNAP enzyme inhibitors, primary screen, biochemical, luminescent, high phosphate acceptor level, uHTS. Alkaline phosphatase, tissue-nonspecific isozyme (Homo sapiens), P05186. purified TNAP, CDP-star luminescence, 1 M DEA. inhibition, % at 20 µM. hit rate 0.03% among 200,000;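 active = over 50% inhibition of tissue-nonspecific alkaline phosphatase at 20 µM in the single-dose screen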;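 also: plate controls were DMSO wells for no effect and EDTA-quenched wells as full inhibition for full effect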
Starred values were filed as active, the others as inactive; . = not tested or not shown.

Values run as follows: RAM inhibit | PMI act | Hsp70 act | PMI act satM6P | S1P3 antagonist | TNAP inh no acc | Redox H2O2 prof | L major viab | HMGR II inh | TNAP inh hi DEA
#1 O=C(COc1ccccc1)N1CCN(CC2CC3C=CC2C3)CC1 (centres undefined)
→ 0.7 | 1.2 | -0.1 | 1.3 | 26.5 | -3.0 | 0.8 | 90.7* | 1.6 | 4.6
#2 CCCOC(=O)COc1cc(C)cc2oc(=O)c3c(c12)CCC3
→ 4.8 | 1 | -0.1 | 1 | 11.8 | -9.9 | 1.6 | -0.7 | 1.5 | -1.5
#3 O[C@H]1[C@H](O)[C@@H](O)CN2CC[C@H](O)[C@H]12
→ 2.5 | 1 | -0.1 | 1.1 | -4.0 | -12.7 | -0.3 | -7.4 | 4.1 | -5.1
#4 O=C(CCN1CCOCC1)NCC(=O)Nc1ccc(Br)cc1C(=O)c1ccccc1
→ 0.2 | 1.1 | -0.6 | 1 | 10.6 | 1.4 | 0.8 | -3.3 | -0.3 | -3.7
#5 COc1ccc(N2CCN(CCCN)CC2)cc1
→ . | . | -0.7 | . | -16.8 | . | 3.2 | -3.4 | . | .
#6 CCc1ccccc1NC(=O)CNC1CCCCC1
→ -0.5 | 1.1 | 0.0 | 1.1 | -2.5 | -2.5 | -1.0 | 8.7 | -3.0 | -2.5
#7 COc1cc2c(cc1OC)-c1c3c(cc4c1[C@@H](C2)N(C)CC4)OCO3
→ 1.2 | 1 | 0.0 | 0.6 | -3.1 | -9.4 | 0.3 | 97.5* | 1.6 | 0.4
#8 CC/C(=N\N1CCCCCC1)c1c(O)n(-c2ccc(C)cc2)c(=O)[nH]c1=O
→ 0.9 | 0.9 | -0.2 | 1 | 0.0 | -4.6 | 0.1 | 6.3 | -0.8 | 3.9
#9 N#CC(C#N)=Cc1ccc(-c2ccccc2)o1
→ 3.5 | 0.9 | -0.3 | 1 | -17.0 | -5.5 | 0.4 | -6.9 | -1.1 | 5.1
#10 O=C(Cc1ccccc1)N1CCN(CC2CC3C=CC2C3)CC1 (centres undefined)
→ -0.5 | 1.1 | -0.3 | 1.2 | . | 2.7 | 2.7 | 66.9* | -0.7 | 1.5
#11 Oc1ccc(/C=N/NP(=S)(c2ccccc2)c2ccccc2)cc1
→ 2.2 | 0.9 | -0.3 | 0.9 | . | -5.1 | 0.3 | 89.6* | -2.8 | -1.6
#12 COc1ccc(CN2CC3CC(C2)c2cccc(=O)n2C3)cc1OC (centres undefined)
→ -0.1 | 1.1 | -0.2 | 1.1 | 1.9 | -12.5 | -0.5 | -2.5 | -1.0 | -5.7
#13 CSc1ccc(C(=O)C2CCCN(Cc3cc4ccccc4[nH]3)C2)cc1 (centres undefined)
→ 1.9 | 0.9 | -0.5 | 1 | -0.4 | -9.2 | -0.6 | 87.7* | 0.7 | -6.0
#14 Cc1ccc2c(c1)CC1(CN2C)C(=O)NC(=O)N(c2cccc(C)c2C)C1=O (centres undefined)
→ 0.1 | 1.6 | 0.0 | 1.8 | 9.1 | -10.5 | 2.8 | -5.6 | -0.4 | -4.6
#15 Cc1cc(/C=C2/C(=O)NC(=O)N(C)C2=O)c(C)n1-c1ccccc1
→ 4.3 | 1 | -0.2 | 0.9 | 2.0 | -1.6 | -2.0 | -2.8 | 1.3 | 0.2
#16 COC(=O)c1ccccc1-n1c(C)nc2ccccc2c1=O
→ 1.1 | 1.1 | -0.2 | 1.1 | -12.4 | -8.5 | 2.8 | -3.9 | -0.8 | -1.6
#17 CN(C)c1ccc(C=C2C(=O)NC(=O)NC2=O)cc1[N+](=O)[O-]
→ 1.9 | 1.1 | -0.1 | 1.2 | -18.7 | -1.5 | -3.4 | -8.2 | -8.7 | 4.8
#18 CC(C)C(=O)Nc1ccc(S(=O)(=O)N2CC3CC(C2)c2cccc(=O)n2C3)cc1 (centres undefined)
→ 0.8 | 1.1 | -0.3 | 1.1 | -10.0 | -18.6 | 0.4 | -4.0 | -4.5 | -6.6
#19 C=C[C@@H]1C[C@@]1(C)[C@@H](NP(=O)(c1ccccc1)c1ccccc1)c1ccccc1
→ 6.0 | 0.9 | -0.4 | 0.9 | 1.7 | -8.1 | 0.3 | 23.4 | -10.8 | -3.1
#20 CN1CCN(c2ccc(N)cc2)CC1
→ 1.8 | 0.9 | 0.0 | 0.9 | . | 0.2 | -0.3 | 14.5 | -0.1 | 2.6
#21 COc1ccc(NC(=O)N2CCC3(CC2)OCCO3)c(OC)c1
→ 4.4 | 0.9 | -0.2 | 0.8 | -16.5 | -1.8 | -0.6 | -0.2 | 0.1 | -1.7
#22 CSc1ccc(C(=O)C2CCCN(C)C2)cc1 (centres undefined)
→ 1.6 | 1 | 0.0 | 1 | 5.8 | -4.5 | -1.2 | 72.3* | 2.7 | -7.0
#23 Cc1cc(C=C2C(=O)N(C)C(=S)N(C)C2=O)c(C)n1C1CCCC1
→ 3.8 | 0.9 | -0.1 | 1 | . | 3.6 | -16.5 | 14.9 | -4.5 | 5.4
#24 CNc1cc(N2CCN(C)CC2)ccc1[N+](=O)[O-]
→ 0.1 | 1.1 | 0.1 | 0.7 | -3.0 | 13.0 | -0.9 | -4.2 | -3.8 | 17.7
#25 Cc1ccc(N2C(=O)NC(=O)C3(Cc4ccccc4N4CCN(c5ccccc5)CC43)C2=O)cc1 (centres undefined)
→ 1.3 | 1.6 | -0.5 | 2.2* | -13.8 | 10.4 | 0.9 | 1.3 | 1.5 | -1.1
#26 Cc1nc2ccccc2n1C1CCN(Cc2nnnn2CCc2ccccc2)CC1
→ 1.9 | 1 | -0.1 | 1.1 | 13.9 | -6.3 | 2.2 | 29.8 | -1.4 | -6.7
#27 CN(C)C(=O)OCc1n(C)cc[n+]1C
→ 1.6 | 1.1 | -0.4 | 1.1 | -1.5 | -1.0 | 0.1 | -8.0 | -1.1 | 1.8
#28 CC(=O)N1N=C2C3CCN(CC3)C2C1c1ccccc1 (centres undefined)
→ -0.3 | 1 | -0.2 | 1.1 | . | -9.7 | -4.0 | 4.5 | -9.5 | -4.5
#29 Cc1cc(Cl)nc(N)n1
→ 1.9 | 1.1 | -0.3 | 1 | -18.7 | -6.2 | -0.9 | 2.0 | -2.4 | -3.6
#30 NP(=O)(Oc1ccc(Cl)cc1)Oc1ccc(Cl)cc1
→ 3.8 | 1.1 | 0.0 | 1.1 | 2.6 | 2.5 | -0.6 | 9.3 | -0.8 | -3.8
#31 Cc1ccc(C2=NCC(=O)N(CC(=O)N3CCCCC3)c3sc(C)c(C)c32)cc1
→ -0.2 | 1 | -0.2 | 1.1 | . | -3.6 | 1.4 | 28.2 | -0.5 | 2.1
#32 CC(C)NC(=O)Cn1cc(C(=O)c2ccccc2F)c2ccccc21
→ 2.4 | 1.1 | 0.1 | 1.1 | . | -2.8 | -2.0 | -2.0 | 4.1 | -5.7
#33 Fc1ccc2c(c1)nnn2C1CCN(Cc2ccccc2)CC1
→ -0.1 | 1 | 1.7 | 1.1 | 30.9 | -7.6 | 1.3 | 74.5* | 3.0 | -2.8
#34 O=C(COc1ccccc1F)N1CCN(CCN2C(=O)c3cccc4cccc(c34)C2=O)CC1
→ -0.1 | 0.9 | -0.2 | 0.9 | -3.6 | -0.8 | -0.5 | 44.5 | 0.6 | 7.4
#35 NCC(CC(=O)O)C1CCCCC1 (centres undefined)
→ 1.1 | 0.9 | -0.2 | 1 | . | -6.9 | 0.0 | -6.3 | -1.2 | -2.1
#36 Cn1cc(C(=O)Cc2ccccc2)c2ccccc21
→ 1.0 | 0.9 | -0.4 | 1 | 12.0 | -7.4 | 0.2 | 0.1 | -2.9 | -2.3
#37 CCN1c2nc3ccccn3c(=O)c2CC2(C(=O)N(C)C(=O)N(C)C2=O)C1C (centres undefined)
→ -0.5 | 1 | -0.4 | 1 | -11.2 | -3.8 | 2.4 | -1.4 | 2.9 | 3.5
#38 CC(C)n1c(=O)c(C=Nc2cccc([N+](=O)[O-])c2)c(O)n(CCc2ccccc2)c1=O
→ 6.5 | 1 | -0.3 | 1 | -13.1 | 3.2 | -0.3 | 2.0 | 4.0 | 4.3
#39 COc1cccc(N2CCN(Cc3cccc(Cl)c3)CC2)c1
→ 0.9 | 0.9 | 0.0 | 0.9 | -0.3 | -2.0 | 0.0 | 0.6 | -3.9 | -2.0
#40 O=P(Nc1ccccc1)(Nc1ccccc1)Oc1cccc(Cl)c1
→ 0.1 | 0.9 | 0.0 | 0.9 | . | -10.5 | -4.9 | 24.9 | -1.6 | -5.1
#41 CCN(CC)c1ccc(/C=C2\C(=O)NC(=O)N(CC3CCCO3)C2=O)cc1 (centres undefined)
→ 0.3 | 1 | -0.3 | 1 | -14.6 | 9.8 | -0.3 | -0.1 | -1.1 | -2.2
#42 CCOC(=O)N(C)c1ccc(C(O)(C(=O)OCC)C(F)(F)F)cc1 (centres undefined)
→ 1.5 | 1 | -0.1 | 1 | -27.0 | -9.2 | 2.2 | 98.7* | -6.7 | -0.2
#43 O=C(c1ccccc1)c1cn(CC(=O)N2CCCC2)c2ccccc12
→ 3.6 | 1 | -0.2 | 1 | -10.9 | 0.0 | -1.2 | 8.7 | 4.8 | 5.8
#44 Cc1ccccc1N1C(=O)NC(=O)/C(=C\c2cnn(-c3ccccc3)c2)C1=O
→ 2.2 | 1 | -0.2 | 1 | -21.8 | -16.0 | -0.4 | -0.1 | 0.9 | -2.7
#45 O=C(Cc1ccccc1)OCCN1CCCCC1
→ 2.1 | 1.1 | 0.1 | 1 | 13.0 | -5.6 | -0.1 | -5.2 | 0.3 | -8.2
#46 COc1ccc2nc(NC(=O)CCc3nc(C4=CCN(C)CC4)no3)sc2c1
→ 0.7 | 0.9 | -0.2 | 0.9 | -2.6 | -10.3 | -0.4 | 6.4 | -4.4 | -5.0
#47 CCOP(=S)(OCC)SCC(=O)NC(C)(CC)C(=O)O (centres undefined)
→ 1.9 | 1 | 0.2 | 1 | . | -16.8 | 0.3 | -5.5 | -1.8 | -4.8
#48 Cc1ccc(-c2cc(C(F)F)n3ncc(C(=O)N4CCC5(CC4)OCCO5)c3n2)cc1
→ 1.6 | 1.1 | -0.5 | 1.1 | . | -12.3 | 0.2 | 10.6 | -2.3 | -10.2

Only part of the results is shown; rates above refer to the full screens.
